Screens (PubChem)
RmlCD inh mix – mixture blocks RmlC and RmlD coupled enzyme activity. RmlC/RmlD coupled enzyme inhibition, 384-well mixture HTS. inhibition, % at 5.5 µM. actives 0.39% (n = 110,000); in the data active means inhibition above about 30%, passing the limit was not always enough; inconclusive means no clear call, values can overlap the other calls; further: strong numbers were not always called active
HIV RNase H inh – blocks HIV-1 RNase H cleavage of RNA/DNA duplex; RT-RNase H RNA/DNA duplex cleavage, fluorescence; inhibition, % at 10 µM; P04585; actives 1.9% (n = 65,000); in the data active means inhibition above about 50%
An asterisk follows results filed as active; ? = inconclusive; . = no result given.

SMILES	RmlCD inh mix	HIV RNase H inh
O=S(=O)(C/C(=C/CO)S(=O)(=O)c1ccccc1)c1ccccc1	3	11
C=C(CO)C1Cc2cc(C(C)=O)ccc2O1 (centres undefined)	9	.
CN1C2CCC1CC(OC(c1ccccc1)c1ccccc1N)C2 (centres undefined)	3	.
Nc1nc(CN2CCN(c3ccc(F)cc3)CC2)nc(N2CCCc3ccccc32)n1	-2	-3
CC(C)NC(=O)c1n[nH]c(=O)c2ccccc12	-10	-2
O=C(CSc1nc2c(cnn2-c2ccccc2)c(=O)[nH]1)N1CCOCC1	-3	-21
COC(=O)c1cc(C(=O)OC)cc(N2C(=O)CC(Sc3nc(C)cc(C)n3)C2=O)c1 (centres undefined)	-33	31
Cc1ccc(CCN2C(=O)CCC2(C)C(=O)NC2CCCC2)cc1 (centres undefined)	.	-5
Cc1c(Cl)cccc1NC(=O)CCCCCN1C(=O)CCC1=O	-8	-2
CCN(CC)c1ccc(NS(=O)(=O)c2ccc3c(c2)oc(=O)n3C)c(C)c1	6	27
Cc1ccccc1C(=O)NC1CCN(CC(=O)Nc2nccs2)CC1	2	-2
N#Cc1c(-c2ccc(Cl)cc2)ccn2nc(C3CCCCC3)nc12	2	.
CCOc1ccc2nc(NCCNC(=O)Nc3ccccc3)c(C#N)cc2c1	-8	-8
CCCCOCCCNC(=O)Cc1ccccc1OC	-8	-11
CCCc1cc(=O)oc2cc(OCc3cc(OC)c(OC)c(OC)c3)c(Cl)cc12	-8	.
Cc1ccc(NC(=S)NCc2cccn2C)cc1	-12	.
COc1ccc(S(=O)(=O)CCC(=O)NCCc2cccc(C)c2)cc1	7	.
COc1cc(-n2nnnc2SCC(=O)N2CCN(c3ccc(F)cc3)CC2)c(OC)cc1Cl	4	-14
N#Cc1c(-c2ccccc2)nc(-c2ccccc2)[nH]c1=O	7	.
COc1cccc(C2N(c3cccc(Cl)c3)C(=O)C3CCCN32)c1OC (centres undefined)	-4	-10
CCOc1ccccc1-n1nnnc1SCC(=O)NC(=O)NCc1ccco1	6	-46
CCN1C(=O)c2cccc3c(S(=O)(=O)NCCCN4CCOCC4)ccc1c23	-2	-14
CCN1CCN(c2nc3c(c(=O)n(C)c(=O)n3C)n2Cc2cccc3ccccc23)CC1	-61	-3
CCC(=O)N(Cc1cc2cc(C)c(C)cc2[nH]c1=O)C1CCCCC1	5	-3
Cc1cc(C)n(C(=O)C2CCCN2S(=O)(=O)c2ccc(Cl)cc2)n1 (centres undefined)	.	-19
CCCS(=O)(=O)N1CCC(C(=O)NCCCOC)CC1	-1	-28
O=C(CN1C(=O)NC2(CCCCCCC2)C1=O)N1CCN(C(=O)c2ccco2)CC1	-8	.
O=S(=O)(c1ccc(F)cc1)N1CC2CCCN2c2ccc(C(F)(F)F)cc21 (centres undefined)	?	.
Cc1cc2nc(CCN(Cc3cccnc3)C(=S)Nc3ccc(F)cc3)[nH]c2cc1C	-11	.
O=C(OCc1nnc(-c2ccccc2)o1)c1ccc2c(c1)C(=O)N(CCc1ccccc1)C2=O	-4	16

Complete entries as entered above. Values in the order: RmlCD inh mix, HIV RNase H inh
Listed for CCN1C(=O)c2cccc3c(S(=O)(=O)NCCCN4CCOCC4)ccc1c23 : -2, -14
Listed for CCCS(=O)(=O)N1CCC(C(=O)NCCCOC)CC1 : -1, -28
Listed for COc1cc(-n2nnnc2SCC(=O)N2CCN(c3ccc(F)cc3)CC2)c(OC)cc1Cl : 4, -14
Listed for CCN1CCN(c2nc3c(c(=O)n(C)c(=O)n3C)n2Cc2cccc3ccccc23)CC1 : -61, -3
Listed for O=C(CN1C(=O)NC2(CCCCCCC2)C1=O)N1CCN(C(=O)c2ccco2)CC1 : -8, .

(continued)
SMILES	RmlCD inh mix	HIV RNase H inh
CCOC(=O)c1sc(C)nc1C1CCN(C(=O)OCC)CC1	1	18
Cc1ccc(C)c(N2CCN(c3cc(C)nc4nnnn34)CC2)c1	.	-20
CC12CN3CC(C)(CN(C1)P3(=O)Oc1ccccc1)C2=O (centres undefined)	-20	-4
CCc1ccc(Cn2nnc(C(=O)Nc3ccc(OC)cc3OC)c2N)cc1	-13	5
Cc1c(NC(=O)CSc2nnc(-c3ccco3)n2-c2ccccc2)c(=O)n(-c2ccccc2)n1C	-4	-1
CC(=O)NC(C)C12CC3CC(CC(C(=O)O)(C3)C1)C2 (centres undefined)	1	-6
Clc1ccc(Cn2cc(/C=N/n3cnnc3)c3ccccc32)c(Cl)c1	12	.
CCc1[nH]nc2c1C(Cc1ccccc1)C(C#N)=C(N)O2 (centres undefined)	-8	.
Cc1nn(CC(=O)N2CCOCC2)c(C)c1[N+](=O)[O-]	-13	.
O=C(CN(Cc1ccccc1C(F)(F)F)C(=O)CNC(=O)c1ccco1)NC1CCCC1	-12	2
Cc1ccc(C)c(N(C)C(=O)COc2cc(=O)n(C)c3ccccc23)c1	-17	-32
CCCNC(=O)c1onc(CSc2ccc(F)c(F)c2)c1C(=O)NCCC	18	.
COc1ccccc1N1CCN(c2nc3ccccc3nc2C(C#N)C(=O)OC(C)C)CC1 (centres undefined)	-26	2
CCc1nn(-c2cc(Oc3ccccc3)nc(-c3ccccc3)n2)c(N)c1C#N	11	.
Cc1ccc2nc3sc(C(=O)N4CCOCC4)c(N)c3cc2c1	7	-4
CCC1CN(C)CCC1(OC(C)=O)c1ccccc1 (centres undefined)	0	.
O=C(Nc1nncs1)c1ccccc1Br	8	-9
CCOC(=O)c1c(C)nc2cc(C)ccn12	-10	-17
O=C(NC1CCCC1)c1ccc2c(c1)S(=O)(=O)c1ccccc1C2=O	10	.
CCOC(=O)N1CCN(C(=S)NC)CC1	2	.
COc1ccc(C2C3=C(N=C4SCC(=O)N42)c2ccccc2CC3)cc1 (centres undefined)	3	3
CC(=O)N1CCN(Cc2ccc(Br)s2)CC1	15	-11
O=C1CC(N2CCN(c3ccc(C(=O)c4ccc(F)cc4)cc3)CC2)C(=O)N1 (centres undefined)	34	-3
COc1ccc(C2NC(=O)c3sc(=S)n(-c4ccccc4)c3N2)cc1 (centres undefined)	13	.
COc1ccc2[nH]c(=O)c(CN(Cc3cccs3)Cc3nnnn3Cc3ccccc3)cc2c1	14	.
Cc1ccc(NC(=O)c2ccc(NS(=O)(=O)c3c(C)noc3C)cc2)cc1C	-5	-9
COCC(N)(c1ccccc1)c1nc2ccccc2n1C (centres undefined)	10	4
CN(CC(=O)Nc1nc2ccc(F)cc2s1)S(=O)(=O)c1ccc(Cl)cc1	-6	.
COc1ccc(CNC(=O)C(CCSC)NC(=O)c2ccco2)cc1 (centres undefined)	5	.
O=C(NCc1ccco1)C1CC(c2ccccc2C(F)(F)F)=NO1 (centres undefined)	-9	.
O=C(CCCCC(=O)NCc1cccs1)NCc1cccs1	7	-2
COc1cc(NC(=O)c2ccc(Cl)cc2Cl)ccc1-c1cc2ccccc2oc1=O	21	.
COc1ccccc1Nc1ncc(C(=O)N2CCC(C(N)=O)CC2)c2ccccc12	1	-13
O=C(NCc1ccc2c(c1)OCO2)C(=O)NC1CCCCC1	-11	.
O=C(CCCCn1c(=S)[nH]c2ccsc2c1=O)NCc1ccco1	-4	24
S=C(Nc1ccccc1)N1N=CCC1c1ccccc1 (centres undefined)	-5	.
COCCn1c(SCC(=O)Nc2ccc3c(c2)OCCO3)nnc1-c1c[nH]c2ccccc12	6	5
CCC(C)NC(=O)c1ccccc1NC(=O)CN(c1ccc(OC)cc1)S(C)(=O)=O (centres undefined)	-12	.
O=C(/C=C/Nc1cccc(O)c1)c1ccccc1	-29	-21
O=C(c1cccs1)N1CCC(Cc2ccccc2)CC1	10	.
CCC1(C)NC(=O)N(CC(=O)Nc2sc3c(c2C(N)=O)CCC3)C1=O (centres undefined)	10	14
O=C1NC(Cc2c[nH]c3ccccc23)C(=O)N1CCOc1ccc(F)cc1 (centres undefined)	-14	2
C=CCn1c(N)cc(=O)nc1SCC(=O)Nc1ccc2ccccc2c1	12	.
COc1ccc(-n2c(Cc3cccn3C)nnc2SCC(N)=O)cc1	-7	8
Fc1cccc(NC(=S)NCCCN2CCOCC2)c1	-31	.
COc1ccc(OC)c(N(CC(=O)N2CCc3ccccc3C2)S(C)(=O)=O)c1	-1	.
O=C(Nc1nc2ccccc2n1CCOc1ccccc1)c1ccco1	-16	7
O=C(O)/C=C\C(=O)Nc1ccccc1C#Cc1ccccc1	-7	.
Cc1nn(-c2ccc(Cl)cc2)c2[nH]c(=O)c(CNCc3ccc4c(c3)OCO4)cc12	-11	0
CCCSc1ccc2nc(NC(=O)OC)[nH]c2c1	11	5
CS(=O)(=O)c1ccc2nc(NC(=O)CN3CCN(Cc4ccccc4)CC3)sc2c1	-4	-10
Cc1ccc(S(=O)(=O)NC(=O)N2CCCC(C)(C)C2)cc1	-14	0
CCOC(=O)c1c(NC(=O)c2ccc(N3C(=O)C4C5C=CC(C5)C4C3=O)cc2)sc2c1CCCC2 (centres undefined)	-16	.
C#CCOCCOCCOCCNc1nc(N2CCN(C(=O)C([C@@H](C)CC)n3cc(C(N)CC(C)C)nn3)CC2)nc(N2CCN(C(=O)[C@H](CCCCN)n3cc(C(N)COC(=O)C(F)(F)F)nn3)CC2)n1 (some centres undefined)	-16	.
CC1CN(C2CCN(C(=O)c3cccc(Cl)c3)CC2)CC(C)O1 (centres undefined)	-16	.
COc1ccc2nc(N3CCOCC3)cc(C)c2c1	15	.
O=C(NC1CCCCCC1)c1c(O)c2cccc3c2n(c1=O)CCC3	.	5
CC(=O)Nc1ccc(C(=S)NCc2ccco2)cc1	-120	.
Cc1ccc(C(c2sc3nc(C)nn3c2O)N2CCN(c3ccccc3F)CC2)cc1 (centres undefined)	3	-6
O=C(Cn1cnc2ccccc2c1=O)NCC1COc2ccccc2O1 (centres undefined)	-17	.
(more compounds)
SMILES	RmlCD inh mix	HIV RNase H inh
C=CCNCCCCOc1ccc(C)cc1[N+](=O)[O-]	4	.
COc1ccc(-n2c(N)c(C(=O)NCc3ccco3)c3nc4ccccc4nc32)cc1	-58	.
O=C1C(=O)N(Cc2cccnc2)C(c2ccccn2)/C1=C(/O)c1ccc(F)cc1 (centres undefined)	?	-6
O=C(CCN1CCN(C(=O)c2ccco2)CC1)Nc1ccc(F)cc1	-11	-6
O=C(CCc1nc(-c2ccccc2F)no1)NCc1ccco1	-39	-4
O=C(NCc1ccco1)c1ccccc1NS(=O)(=O)c1ccc(Cl)s1	-13	.
O=S(=O)(NCc1ccccc1)c1cccc(S(=O)(=O)N2CCOCC2)c1	48	.
CCOC(=O)c1cc2sc(C)cc2n1C(C)C(=O)OCC (centres undefined)	-14	-32
CNC(=O)CSc1nnc(-c2ccco2)n1-c1ccc(C)cc1	-10	.
CC[N+]1(C)CCCC(OC(=O)C(O)(c2ccccc2)c2ccccc2)C1 (centres undefined)	-5	-8
CCOc1ccc(N/N=C(/C#N)C(N)=O)cc1	10	.
Cc1ccccc1Cn1nc(C)c(NC(=O)c2cc3n(n2)C(C(F)F)CC(C(F)F)N3)c1C (centres undefined)	-14	0
COc1ccc(OC)c([C@@H]2OCCC=C[C@H]2C)c1	6	.
CC1(c2nnc(-c3ccc(Cl)cc3)o2)CC(c2ccncc2)=NO1 (centres undefined)	-19	.
O=C(CSc1nnc(Cc2cc(=O)[nH]c(=O)[nH]2)n1-c1ccccc1)N1CCCc2ccccc21	-10	-4

Four of the compounds above, as a markdown table:
| SMILES | RmlCD inh mix | HIV RNase H inh |
| --- | --- | --- |
| CNC(=O)CSc1nnc(-c2ccco2)n1-c1ccc(C)cc1 | -10 | . |
| CC[N+]1(C)CCCC(OC(=O)C(O)(c2ccccc2)c2ccccc2)C1 (centres undefined) | -5 | -8 |
| CCOc1ccc(N/N=C(/C#N)C(N)=O)cc1 | 10 | . |
| Cc1ccccc1Cn1nc(C)c(NC(=O)c2cc3n(n2)C(C(F)F)CC(C(F)F)N3)c1C (centres undefined) | -14 | 0 |

Of the compounds above, these contain a CF3 group:
SMILES	RmlCD inh mix	HIV RNase H inh
O=S(=O)(c1ccc(F)cc1)N1CC2CCCN2c2ccc(C(F)(F)F)cc21 (centres undefined)	?	.
O=C(CN(Cc1ccccc1C(F)(F)F)C(=O)CNC(=O)c1ccco1)NC1CCCC1	-12	2
O=C(NCc1ccco1)C1CC(c2ccccc2C(F)(F)F)=NO1 (centres undefined)	-9	.
C#CCOCCOCCOCCNc1nc(N2CCN(C(=O)C([C@@H](C)CC)n3cc(C(N)CC(C)C)nn3)CC2)nc(N2CCN(C(=O)[C@H](CCCCN)n3cc(C(N)COC(=O)C(F)(F)F)nn3)CC2)n1 (some centres undefined)	-16	.

Carrying on:
SMILES	RmlCD inh mix	HIV RNase H inh
CCCCS(=O)(=O)NC1=NCN(CCO)CN1	-13	-6
O=C(Nc1ccncc1)c1ccc(F)cc1	0	.
CC(C)[C@@H]1NC(=O)N(c2ccc(Oc3ccccc3)cc2)C1=O	6	-4
O=C(Nc1ccccc1C(=O)N1CCN(Cc2ccccc2)CC1)c1ccccn1	-11	-11
COc1ccccc1C(=O)NC(C)c1nc2ccccc2[nH]1 (centres undefined)	-5	-6
CCOC(=O)C(C)Oc1cccc2c(=O)n(CC(=O)N3CCCc4ccccc43)ccc12 (centres undefined)	8	.
CC(C)(C)n1nnnc1C(c1cccs1)N1CCN(C(=O)c2ccco2)CC1 (centres undefined)	2	.
CCC(=NCCOc1ccc(Cl)cc1)c1c(O)n(C)c(=O)n(C)c1=O	.	6
CN(CCc1ccccn1)C1CC(=O)N(c2ccc(Cl)cc2)C1=O (centres undefined)	14	.
COc1nc(N/N=C/c2ccccc2F)nc(N2CCCCC2)n1	96	.
CCOC(=O)CNC(=O)c1cccs1	-27	.
O=C(Nc1c(Cl)cccc1Cl)c1ccc(-c2ccccc2)cc1	12	.
Cc1sc(NC(=O)CN(Cc2ccc(F)cc2)C(=O)C(C)C)c(C(N)=O)c1C	-4	.
COc1ccc(C(C(=O)NC2CCCC2)N(CCN(C)C)C(=O)c2snc(C(N)=O)c2N)cc1 (centres undefined)	15	-15
O=C1OCc2cc(NC(=O)C3CCCCC3)ccc21	4	7
C=CCSc1nnc(-c2ccncc2)n1-c1ccc(OCC)cc1	4	13
O=C(C1CCC(CNc2nc(=S)[nH]c3ccccc23)CC1)N1CCN(c2ccccn2)CC1 (centres undefined)	.	-17
Cc1ccc(NC(=O)/C(C#N)=C/c2ccc(Sc3nc(C)cc(C)n3)o2)cc1	0	.

These rows are one share of the data; count on the stated rates, not on these rows.
